Shiga inhibitor: inhibitors of Shiga toxin in Vero cells | Vero cells, Shiga toxin protein synthesis inhibition reporter | inhibition, % at 38.7 µM | 290,000 tested, 9.2% active | AID 2315; in the data active means inhibition mostly above about 28%, no sharp cut-off; inactive means mostly below about 43%; further: 0% is about no effect
Pf growth 48h: P. falciparum growth inhibition at 48 hours (one generation) | Potency, µM (series often up to 28.7 µM), for the others: at the highest dose activity change, negative = inhibition, hits mostly inhibitors | P. falciparum luciferase growth in erythrocytes, 48 h | 310,000 tested, 5.9% active; further: potency means the concentration at half of the fitted maximal effect; on the % scale 0 is the no-effect control and ±100 the full control effect
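Erythrocytes infected with P. falciparum carrying an integrated firefly luciferase reporter (2% hematocrit, 0.1% parasitemia final) were exposed to compounds in RPMI 1640 with 0.5% Albumax at 37 C, 5% CO2. Growth inhibition was scored as reduced luminescence.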
HCV inhibitor: blocks hepatitis C virus. Huh7.5.1 HCVcc-Cre infection, luciferase reporter, 44 h. Potency, µM (titrated, usually from 41.8 µM), without a hit: at the highest dose activity change, negative = inhibition, usual class: inhibitors. 340,000 tested, 3.4% active. AID 651820; further: potency means the concentration at half of the fitted maximal effect; on the % scale 0 is the no-effect control and ±100 the full control effect
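Infectious HCVcc-Cre (~0.5 moi) was added to cells just after compound, with cells seeded 4 h earlier at 1,000 per well. Luciferase activity after 44 h culture reported infection; substrate was incubated 15 min at room temperature before reading.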
LmPK inhibitor: LmPK (Leishmania mexicana) enzyme inhibition; purified LmPK, Kinase-Glo ATP luminescence, 1 h; Potency, µM (series often up to 57.5 µM), inactives show at the top dose activity change, negative = inhibition, most hits filed as inhibitors; 290,000 tested, 0.37% active; further: potency means the concentration at half of the fitted maximal effect; on the % scale 0 is the no-effect control and ±100 the full control effect
Target sequence (Q27686 whole entry, looked up): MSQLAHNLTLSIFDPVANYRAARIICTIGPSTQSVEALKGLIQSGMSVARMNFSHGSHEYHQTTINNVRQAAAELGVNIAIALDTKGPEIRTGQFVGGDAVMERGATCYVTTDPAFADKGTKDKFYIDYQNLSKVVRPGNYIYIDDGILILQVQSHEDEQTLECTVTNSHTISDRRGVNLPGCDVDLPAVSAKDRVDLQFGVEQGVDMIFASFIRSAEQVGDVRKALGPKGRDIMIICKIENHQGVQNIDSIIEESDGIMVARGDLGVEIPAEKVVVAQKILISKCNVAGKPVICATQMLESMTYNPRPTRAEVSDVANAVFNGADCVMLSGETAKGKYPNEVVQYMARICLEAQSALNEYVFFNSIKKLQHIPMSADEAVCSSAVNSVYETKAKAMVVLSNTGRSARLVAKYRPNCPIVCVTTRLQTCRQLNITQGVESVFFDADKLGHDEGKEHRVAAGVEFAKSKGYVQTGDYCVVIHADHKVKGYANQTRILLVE
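qHTS format; LmPK 0.1 nM; substrates PEP 0.5 mM and ADP 0.1 mM. One-hour room-temperature incubation, then coupled luciferase luminescence; 0.5 nM enzyme wells mark activation.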
TbPYK inhibitor: blocks Trypanosoma brucei pyruvate kinase; Q57TT1; TbPYK enzyme, Kinase-Glo Plus ATP luminescence, 45 min; Potency, µM (highest dose often 76.8 µM), without a hit: at the highest dose activity, negative = inhibition, usual class: inhibitors; 410,000 tested, 0.12% active; AID 624173; further: potency means the concentration at half of the fitted maximal effect; on the % scale 0 is the no-effect control and ±100 the full control effect; nearly all actives have a fitted effect of over 50% in size
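Activity of T. brucei pyruvate kinase was followed by Kinase-Glo Plus luminescence after the enzyme reacted 45 min at room temperature with 130 uM ADP (final) and substrate. Test compounds were added before ADP at multiple concentrations.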
Pf growth 96h: inhibits malaria parasite growth, 96 h. 320,000 tested, 6.9% active. P. falciparum luciferase reporter growth, 96 h. Potency, µM (top dose mostly 28.7 µM), without a hit: top-dose activity change, negative = inhibition, most hits filed as inhibitors; further: potency means the concentration at half of the fitted maximal effect; on the % scale 0 is the no-effect control and ±100 the full control effect
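Readout is luminescence from an integrated firefly luciferase in P. falciparum. Red cells, 2% hematocrit and 0.05% parasitemia final, were cultured with compound through two parasite generations (96 hours) at 37 C, 5% CO2.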
CHX counter: affects cycloheximide protein synthesis inhibition readout, counter-screen; cell reporter, cycloheximide protein synthesis inhibition counterscreen; max response, %; 300,000 tested, 12% active; AID 2314; in the data active means max response mostly above about 13%, no sharp cut-off; inactive means mostly below about 14%; further: read at 38.3 µM for the half of the compounds with a filed dose; 0% is about no effect
An asterisk follows results filed as active; ? = inconclusive; . = no result given; & = joins results of further samples; [ ] = remark or other dose. Unless noted, the call rests on the fitted dose curve; in most records, active means well fitted curve in the direction sought with a large enough effect; inconclusive means small, poorly fitted or top-dose-only effect, or another doubt; inactive means no such curve, though single readings can be large; an effect the other way counts as inactive or inconclusive. Rows are unselected, and some 24% of all compounds hit somewhere here.

SMILES	Shiga inhibitor	Pf growth 48h	HCV inhibitor	LmPK inhibitor	TbPYK inhibitor	Pf growth 96h	CHX counter
CCOC(=O)N1CCC(=NNc2nc3ccccc3s2)CC1	77*	109%[activator]	-27%	3%	1%	?	71*
COc1ccc(Nc2nc(NCc3ccco3)nc(N)c2[N+](=O)[O-])cc1	-9	3%	-22%	5%	0%	-6%	-2
O=C(N/N=C/c1ccco1)c1ccc(Br)o1	67*	8%	4%	-11%	4%	51%[activator]	25*
CCc1nnc(NC(=O)C2CCCN(C(=O)c3ccc(Cl)cc3)C2)s1 (stereo unspecified)	.	46%[activator]	-3%	.	0%	68%[activator]	.
Cc1ccc(NC(=O)c2ccc3nc[nH]c3c2)nc1	-17	23%	-10%	2%	-1%	5%	-5
Cc1ccc(C(=O)CCC(=O)Nc2ncccc2O)cc1	.	92%[activator]	-1%	.	2%	146%[activator]	.
CCCn1c(SCC#N)nc2c(c1=O)C1(CCCC1)Cc1ccccc1-2	-7	-21%	-18%	0%	4%	4.7µM*	-4
N=c1c(C(=O)NCc2ccc(F)cc2)cc2c(=O)n3ccccc3nc2n1CCCN1CCOCC1	-13	1.7µM*	-18%	0%	4%	2.6µM*	-7
CCCNc1ccc(S(=O)(=O)N(C(C)C)C(C)C)cn1	32	11%	36%[activator]	1%	2%	68%[activator]	9
O=C(Nc1nccs1)c1ccc(CSc2nnnn2-c2ccccc2)cc1	41	?	?	0%	0%	.	44*
CC1C(=O)N2CCCc3cc(NC(=O)C(=O)NCCc4ccc(F)cc4)cc1c32 (stereo unspecified)	.	?	11µM*	.	-9%	?	.
O=C(N/N=C/c1ccc(Cl)c(Cl)c1)c1ccc2nc[nH]c2c1	24	4%	5%	5%	4%	-19%	16*
COc1ccc(NC(=O)CCNS(=O)(=O)c2cccc3nonc23)cc1Cl	-5	-3%	-22%	6%	4%	11%	-6
CCn1c(CSc2ncccn2)nnc1SCC(=O)N1CCCCC1	-6	17%	-8%	-2%	-1%	16%	5
COc1ccc2c(c1)C(=O)CC(O)(C(F)F)O2 (stereo unspecified)	13	22%	13%	-1%	9%	44%[activator]	-2
Cc1nc(C(F)(F)F)ccc1C(=O)N1CCCCC1	-5	-3%	7%	-11%	1%	14%	1
Cc1ccc(-c2nc(CN3CCCCC3)cc(CN3CCCCC3)c2O)cc1	12	0.83µM*	?	1%	-4%	?	-2
Cc1ccc(S(=O)(=O)NCc2cccnc2)c(C)c1	.	-10%	-5%	-2%	3%	?	-3
COC(=O)CCC(=O)OC1(C)C(=O)C2=CN(C3CC3)C(c3ccc(OC)cc3)=CC2=C(Br)C1=O (stereo unspecified)	.	.	7%	-6%[11.5 µM]	-5%	.	.
COc1ccc(CONc2ncnc3nonc23)cc1[N+](=O)[O-]	14	19%	-29%	5%	-2%	-20%	11
c1ccc2c(c1)nc1n2CCN1CCN1CCCC1	-5	30%	16%	-10%	1%	21%	1
COc1ccc([C@H]2CC(=O)C=C(c3ccc4[nH]ccc4c3)C2)cc1OC	.	?	?	.	5%	?	.
CCOC(=O)C1CCN(C(=O)CCc2nc3sc4c(c3c(=O)[nH]2)CCCC4)CC1	.	-8%	-2%[8.37 µM]	.	1%	-21%	.
Oc1ccccc1-c1n[nH]c(=S)n1Cc1ccco1	-11	24%	20%	?	?	.	-4
Cn1ccc2ccc(C3=CC(=O)C[C@H](c4ccc(F)cc4)C3)cc21	.	?	?	.	-9%	?	.
COc1ccc(Cl)cc1NC(=O)[C@@]1(CC(=O)O)CC(/C=C/c2ccccc2)=NO1	-4	4%[0.00184 µM]	18%	-4%	1%	22%	-9
Cc1cccc(Nc2nc(N)nc(CSc3nccn3C)n2)c1	51*	105%[activator]	1%	-4%	-5%	0%	11
O=C(N/N=C/c1cccnc1)c1ccc(NC(=O)C(c2ccccc2)c2ccccc2)cc1	-4	0%	6%	4%	6%	?	-2
Cc1ccc(NC(=O)c2cccc(S(=O)(=O)N3CCc4ccccc4C3)c2)nc1	.	7.4µM*	?	.	-2%	9.3µM*	.
C=CCc1ccc(OC)cc1	.	17%	-14%	.	-3%	53%[activator]	.
O=c1nc2n(c3ccccc13)Cc1ccccc1-2	-3	-13%	.	0%	.	-7%[5.75 µM]	-1
CCOC(=O)c1cc(C(C)=O)c(=O)n(C)c1N	-10	19%	6%	1%	-4%	6%[5.75 µM]	2
CCC(CC)C(=O)c1c[nH]c(C(=O)NCc2ccccc2)c1	-9	11%[0.00184 µM]	-1%	1%	0%	-4%	-3
Cc1nn(C)cc1C(=O)Nc1ccccc1Br	13	13%	28%	-1%	-9%	38%[activator]	9
COc1ccc(CC(NC(C)=O)C(=O)NC2CCN(S(=O)(=O)c3cccc4ccccc34)CC2)cc1OC (stereo unspecified)	-1	.	?	1%	-2%	13µM*	-2
CC(=O)Oc1oc(-c2ccccc2)nc1C=Nc1ccc(N(C)C)cc1	39	53%[activator]	-3%	-2%	-4%	54%[activator]	10

Gathered by group, those above containing two or more sulfur atoms
SMILES	Shiga inhibitor	Pf growth 48h	HCV inhibitor	LmPK inhibitor	TbPYK inhibitor	Pf growth 96h	CHX counter
O=C(Nc1nccs1)c1ccc(CSc2nnnn2-c2ccccc2)cc1	41	?	?	0%	0%	.	44*
CCn1c(CSc2ncccn2)nnc1SCC(=O)N1CCCCC1	-6	17%	-8%	-2%	-1%	16%	5

Going on with the list:
SMILES	Shiga inhibitor	Pf growth 48h	HCV inhibitor	LmPK inhibitor	TbPYK inhibitor	Pf growth 96h	CHX counter
CC(C)(C)c1cc(C(=O)N2CCc3ccccc3C2)ccn1	3	8%	2%	-1%	-10%	0%	13
COc1ccc(NC(=O)c2cnc(C)cn2)c2ncccc12	-8	.	.	7%	.	35%[activator]	-2
Cc1ccc(C(=O)c2c3ccc(C(F)(F)F)cc3[n+]([O-])n2CCC(N)=O)cc1	8	-18%	30%	-2%	-3%	50%[activator]	2
O=C(CSc1ccc(-c2ccc(Br)cc2)nn1)NCC1CCCO1 (stereo unspecified)	3	-8%	?	-7%	-3%	-3%	-3
CNP1(NC)=NC(C(F)(F)F)=NC(C(F)(F)F)=N1	-7	3%	-6%	1%	1%	5%	5
Cc1cc(C(=O)CN2C(=O)NC3(CCCc4ccccc43)C2=O)c(C)n1Cc1cccs1 (stereo unspecified)	17	.	-25%	10%	-3%	.	7
CC(C)c1ccc2oc(=O)cc(CN3CCOCC3)c2c1	-2	9%	12%	0%	-7%	2%	5
CCN(Cc1ccccc1)S(=O)(=O)c1c(C)n(C)c(=O)n(C)c1=O	.	8%	0%[8.37 µM]	.	-5%	-11%	.
CC(C)(C)OC(=O)NCc1ccc(CNC(=O)c2[nH]cnc2C(=O)N[C@@H](Cc2ccccc2)C(=O)OCc2ccccc2)cc1	-1	?	-12%	-8%	4%	3.3µM*	-2
O=S(=O)(Cc1nc2ccccc2s1)c1ccccc1	52*	157%[activator]	-4%	-14%	-4%	19%	27*
O=C(/C=C/c1cccc(Br)c1)c1ccc2c(c1)OCO2	62*	20%	1%	-8%	-6%	15%	25*
O=C(COC(=O)c1cc([N+](=O)[O-])ccc1N1CCOCC1)c1ccccc1	.	-19%	?	.	1%	-3%	.
Cc1cccc(-n2c(SCC(=O)Nc3cccc(S(=O)(=O)NC4=NCCCCC4)c3)nc3ccccc3c2=O)c1C	-12	13µM*	?	5%	-9%	5.2µM*	-4
COc1ccc(CC(=O)NCCc2ccc(Cl)cc2Cl)cc1	4	?	13%	-3%	-5%	?	6
C/C(=C/C=C/[C@@H](C)C(=O)O)[C@H]1CN[C@H](C(=O)O)[C@H]1CC(=O)O	-6&-10	-8%	10%	-2%	-1%	-18%	-3&-2
COc1ccc(CN2CCCC(CNC(=O)c3ccc(F)cc3)C2)cc1OC (stereo unspecified)	-4	-7%	3%	2%	3%	?	-2
CCOc1ccc2nc(NCCCNS(=O)(=O)c3ccccc3)c(C#N)cc2c1	-13	?	?	2%	-1%	?	-1
Cc1ccc(C2=NS(=O)(=O)N(C)C(C(=O)NCc3ccco3)=C2)cc1	-8	-1%	8%	1%	6%	2%	-1
O=c1[nH]nc(CSCc2ccccc2Cl)[nH]1	-12	-27%	8%	-2%	17%	16%	-3
O=C(NCCc1c[nH]c2ccccc12)Nc1ccccc1	14	4%	?	5%	-1%	54%	24*
CCc1c(C)sc(NC(=O)CCc2ccc(OC)cc2)c1C(N)=O	-16	13%	?	-7%	-4%	.	-1
COc1ccc(Br)c(C(=O)OCC(=O)N2CCC(Cc3ccccc3)CC2)c1	.	13µM*	12%	.	1%	-7%	.
Cc1cc(C)nc(N2CCC(C(=O)Nc3ccc4c(c3)OCO4)CC2)n1	-7	48%[activator]	-27%	0%	-1%	5%	-1
NC(=O)NC(=O)C(c1ccccc1)N1CCN(S(=O)(=O)Cc2ccccc2)CC1 (stereo unspecified)	.	-4%	21%	.	-5%	7%	.
CCC(=O)Nc1sc2c(c1C(=O)N(C)C)CCCCC2	-4	-26%	-16%	2%	3%	7%	-4
c1ccc(-c2nnc(CN3CCC4(CC3)OCCO4)o2)cc1	37	28%	3%	-11%	-1%	?	13
O=C(Cc1ccc(Br)cc1)N1CCCCCC1	60*	74%[activator]	?	-6%	-6%	47%[activator]	46*
Cc1noc(C(=O)Nc2cccc(O)c2)c1Cl	76*	79%[activator]	7%	-24%	-3%	103%[activator]	43*
COCCC(=O)N1CCC(Oc2ccc(C(=O)N3CCCCCCC3)cc2)CC1	20	25%	10%	-13%	-2%	15%	-2
CCC(=O)N1CCc2cc(S(=O)(=O)N(C)c3ccc(OC)cc3OC)ccc21	-2	-4%	-17%	0%	-5%	35%[activator]	-3
Cc1nc2ccccc2nc1N/N=C/c1ccc(O)cc1O	56*	?	?	2%	6%	2.9µM*	25*
O=C(NC1CC2CCCC(C1)N2C(=O)Nc1ccccc1Cl)C1CC1 (stereo unspecified)	-4	-6%	-14%	-1%	9%	20%	-4
CCCCn1c(N)c(N(C)C(=O)c2ccccc2Oc2ccccc2)c(=O)[nH]c1=O	.	?	4%	.	2%	?	.
CCOc1cc(C(=O)OCC(=O)c2cc(C)n(CC3CCCO3)c2C)ccc1OCC(=O)N1CCOCC1 (stereo unspecified)	53*	18%	?	10%	9%	0%	32*
CCC(CC)C(=O)Nc1ccccc1NC(C)=O	-11	.	22%	-4%	-5%	-12%	-1
O=C1NC[C@H](CC2CCCCC2)N(CC2CCCCC2)C1=O	.	?	0%	.	1%	-6%	.
c1csc(CNc2nc(-c3cccs3)nc3ccccc23)c1	26	-26%	?	15%	3%	?	4
CC1(C)CC[C@]2(C(=O)O)CC[C@]3(C)C(=CC[C@@H]4[C@@]5(C)CC[C@H](O)C(C)(C)[C@@H]5CC[C@]43C)[C@@H]2C1	13	-7%	-19%	2%	1%	11%	7
CCOC(=O)N1CCN(CC(O)c2c[nH]c3ccccc23)CC1 (stereo unspecified)	-5	-16%	17%	-1%	2%	-5%	-6
Cc1cc(C)n(CC(O)COc2c(C)cccc2C)n1 (stereo unspecified)	-14	?	16%	-4%	7%	-11%	-5
COc1ccccc1NC(=O)CSc1ccc2nnc(-c3cccnc3)n2n1	-6	?	13%	6%	4%	?	-2
O=C(NCc1cc([N+](=O)[O-])ccc1O)c1cc(-c2ccncc2)nc2ccccc12	-7	-24%	-1%	-1%	-3%	?	-3

High-throughput results from PubChem.
